# Screening results deposited in PubChem by National Center for Advancing Translational Sciences (NCATS).
# KDM5B inhibitor – Primary screen for KDM5B Histone Demethylases FDH-coupled qHTS; Lysine-specific demethylase 5B (Homo sapiens), Q9UGL1; KDM5B demethylase, FDH-coupled NADH fluorescence (FDH is formaldehyde dehydrogenase); Potency, µM (series often up to 57.7 µM), for inactives: at the highest dose activity change, negative = inhibition, actives largely listed as inhibitors; 2.6% of 220,000 active; AID 1347165, 2019; active = well fitted inhibition curve with a large enough effect; inconclusive = small, poorly fitted or top-dose-only effect; inactive = no such curve, though single readings can be large or run the other way; also: 0% is about no effect; nearly all actives have a fitted effect of over 70% in size
# Target sequence (Q9UGL1 whole entry, looked up): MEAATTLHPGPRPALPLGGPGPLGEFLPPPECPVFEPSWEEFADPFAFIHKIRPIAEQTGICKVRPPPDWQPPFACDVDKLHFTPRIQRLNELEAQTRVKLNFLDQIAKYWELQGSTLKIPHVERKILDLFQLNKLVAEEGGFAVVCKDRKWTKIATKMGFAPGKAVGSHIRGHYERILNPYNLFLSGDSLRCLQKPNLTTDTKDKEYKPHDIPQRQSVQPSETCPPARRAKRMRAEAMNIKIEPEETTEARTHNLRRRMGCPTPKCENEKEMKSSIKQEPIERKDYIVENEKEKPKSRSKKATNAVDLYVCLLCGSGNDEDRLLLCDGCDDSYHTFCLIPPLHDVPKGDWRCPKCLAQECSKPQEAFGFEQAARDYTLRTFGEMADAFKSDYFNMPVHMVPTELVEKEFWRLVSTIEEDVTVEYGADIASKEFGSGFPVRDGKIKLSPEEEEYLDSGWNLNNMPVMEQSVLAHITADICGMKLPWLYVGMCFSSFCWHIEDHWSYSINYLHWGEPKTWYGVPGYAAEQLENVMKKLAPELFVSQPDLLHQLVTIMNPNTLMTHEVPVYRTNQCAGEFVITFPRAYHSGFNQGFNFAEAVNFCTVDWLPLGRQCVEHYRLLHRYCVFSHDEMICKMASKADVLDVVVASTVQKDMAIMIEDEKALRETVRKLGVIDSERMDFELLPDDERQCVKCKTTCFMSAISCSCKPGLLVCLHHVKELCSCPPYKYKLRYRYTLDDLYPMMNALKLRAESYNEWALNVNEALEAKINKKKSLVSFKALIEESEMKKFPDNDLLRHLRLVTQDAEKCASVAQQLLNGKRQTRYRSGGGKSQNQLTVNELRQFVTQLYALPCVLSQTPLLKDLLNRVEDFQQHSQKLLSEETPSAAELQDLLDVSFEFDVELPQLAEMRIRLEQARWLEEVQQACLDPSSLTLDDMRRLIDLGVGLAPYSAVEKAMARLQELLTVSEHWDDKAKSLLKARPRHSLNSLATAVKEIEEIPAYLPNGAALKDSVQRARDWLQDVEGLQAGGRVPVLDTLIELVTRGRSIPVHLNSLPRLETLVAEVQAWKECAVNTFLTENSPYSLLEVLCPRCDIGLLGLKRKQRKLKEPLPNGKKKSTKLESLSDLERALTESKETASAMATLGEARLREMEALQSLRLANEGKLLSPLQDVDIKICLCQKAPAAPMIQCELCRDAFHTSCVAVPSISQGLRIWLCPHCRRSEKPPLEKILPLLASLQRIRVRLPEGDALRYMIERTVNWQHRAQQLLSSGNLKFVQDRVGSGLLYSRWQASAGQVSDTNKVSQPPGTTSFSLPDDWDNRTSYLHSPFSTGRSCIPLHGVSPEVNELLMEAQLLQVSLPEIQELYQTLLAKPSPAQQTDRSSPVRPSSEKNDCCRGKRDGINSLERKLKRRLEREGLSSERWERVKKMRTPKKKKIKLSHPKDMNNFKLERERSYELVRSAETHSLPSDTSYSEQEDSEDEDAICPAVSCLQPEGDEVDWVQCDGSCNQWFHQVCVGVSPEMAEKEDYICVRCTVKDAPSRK
#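 Here, H3K4me3 peptide (12.5 µM in substrate mix) is demethylated by KDM5BΔAP, 200 nM final, after 10 min compound exposure. Formaldehyde product is coupled through FDH (0.25 U/mL in mix) to NADH fluorescence; 30-min ΔRFU feeds dose-response curves.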
# Numbers without * were called inactive; u = inconclusive; [ ] = dose if it differs, or a comment. Potency is read from the fitted curve at half-maximal effect. Not all compounds are listed; count on the stated rates, not on these rows.
SMILES,KDM5B inhibitor
O=C(c1ccccc1)C1CCN(c2ncccc2[N+](=O)[O-])CC1,39.0%
CC1(C)Cc2cccc(OCC(=O)Nc3cc(S(C)(=O)=O)ccc3Cl)c2O1,-7.3%
COCc1noc([C@@H]2CN(C(=O)CCC(C)C)C[C@H]2CO)n1,11.3%
CCOC(=O)c1cc(-c2ccc(OC)cc2)n(CCC(=O)NCCc2ccc(OCC)c(OCC)c2)c1C,-9.9%
O=C(Cc1c[nH]c2ccccc12)OCc1ccc(Cl)c(Cl)c1,-10.2%
Cc1noc(-c2cn(C3CCN(C(=O)c4ccc(F)c(Cl)c4)C3)nn2)n1 (configuration not stated),15.9%
CC1(C)CC2CC(C)(CN2C(=O)CC(c2ccccc2Cl)c2c[nH]c3ccccc23)C1 (configuration not stated),u
COc1cc(F)ccc1-c1cc2c(nc1OC)nc(CC1CC1)n2C,35.5µM*
CCOc1ccc(C(=O)c2cn(CC(=O)Nc3ccc(F)cc3)c3cc4c(cc3c2=O)OCO4)cc1,u
COc1ccc2cc1Nc1ccc(cc1)C[C@H](NCc1ccc(O)cc1)C(=O)N(C)[C@H](C(=O)NCCOc1ccccc1)C2,-10.8%
COc1ccc(OCc2nnc(SCC(=O)NC3CC3)n2C)cc1,7.9%
COC(=O)c1c(-c2cccs2)csc1NC(=O)COc1ccc(C(C)C)cc1,u
CCOC(=O)CCCn1nc2n(c1=O)CCN(Cc1cccc(Cl)c1)C2=O,4.4%
CCn1nc(C(=O)Nc2ccc3c(c2)OCO3)c2ccccc2c1=O,-28.4%
O=C(NCc1ccc(F)cc1)c1ccc(CS(=O)Cc2ccc(Cl)cc2)o1 (configuration not stated),-25.8%
O=C1NC2(CCN(C(=O)c3cccnc3)C2)N=C1c1ccncc1 (configuration not stated),-20.2%[86.2 µM]
CCc1nnc(SCc2nc(-c3cccc(C)c3)oc2C)c2cc3sc(C)cc3n12,-9.3%
CN1CCC2(C1)CN(Cc1ccccc1)c1ccc(C(=O)NC3COC3)cc12 (configuration not stated),39.8µM*
COc1ccccc1NC(=O)C(C)N(c1ccccc1)S(C)(=O)=O (configuration not stated),22.8%
O=C(CC1COCCN1)N1CCN(C(=O)c2ccco2)CC1 (configuration not stated),17.4%
O=C(O)C(c1c[nH]c2cc(F)ccc12)N1CCc2ccccc2C1 (configuration not stated),-5.3%
COc1ccccc1OCc1nc2c(n1Cc1ccccc1)C(=O)N(CC1CC1)CCN2,-0.5%[86.2 µM]
CC(C)(C)NC(=O)c1cc(-c2ccccc2Cl)nc2ccccc12,20.0%
O=S(=O)(CC(c1ccccc1)N1CCCCC1)c1ccc(Cl)cc1 (configuration not stated),-0.4%
COc1ccccc1NC(=O)CSc1nc2c(c(=O)[nH]1)CN(Cc1ccc3c(c1)OCO3)CC2,-2.2%
N#Cc1ccc(C(=O)N2CCC(C(=O)N3CCc4ccccc4C3)CC2)cc1,13.3%
CC(=O)c1ccc(CC(=O)O)s1,10.9%
CC(C)C(=O)N1CCC2(CC1)OC(=O)N(Cc1ccccc1C#N)C2(C)c1ccccc1 (configuration not stated),-12.7%[86.2 µM]
CCC/C(O)=C1\C(=O)CC(C)(C)CC1=Nc1cccc([N+](=O)[O-])c1,30.2%[activator]
N#Cc1ccc(CN2CC[C@H](c3nnc(-c4ccccc4F)o3)C2)cc1,-4.0%[86.2 µM]
O=C(Nc1cc(C(F)(F)F)ccc1Cl)/C(=C/c1ccc(F)cc1)c1ccc(-c2ccccc2)cc1,12.7%
O=C(CCCCl)c1ccc2c(c1)OCCO2,-25.2%
COc1ccc(-c2cc(N3CCC(NC(=O)COc4ccccc4C)CC3)n[nH]2)cc1,15.8µM*
CN(C(=O)C(=O)c1cn(CC(=O)N2CCCC2)c2ccccc12)C1CCCCC1,22.6%
COc1ccccc1N1CCN(C(=O)CN2C(=O)COc3ccc(S(=O)(=O)N4CCC(C)CC4)cc32)CC1,-23.6%
COC(=O)c1cc(C)nc2c1c(=O)nc(SCc1ccccc1F)n2C1CC1,-22.6%
COc1ccc(N(C)C(=O)c2c(C)oc3c2CN(Cc2ccc(F)cc2)CC3)cc1,u
Cn1ccc(NC(=O)C2(C)CN(Cc3ccccc3)Cc3ccc(N4CCOCC4)nc32)n1 (configuration not stated),11.2µM*
NS(=O)(=O)c1ccc(F)c(C(=O)N[C@@H]2c3ccccc3C[C@@H]2O)c1,6.5%
COc1ccc(C2Oc3nc(SC)nnc3-c3ccccc3N2C(C)=O)cc1 (configuration not stated),u

# Reformatted with the structure last: part of the list above
KDM5B inhibitor	canonical_smiles
u	COC(=O)c1c(-c2cccs2)csc1NC(=O)COc1ccc(C(C)C)cc1
4.4%	CCOC(=O)CCCn1nc2n(c1=O)CCN(Cc1cccc(Cl)c1)C2=O
-28.4%	CCn1nc(C(=O)Nc2ccc3c(c2)OCO3)c2ccccc2c1=O
-25.8%	O=C(NCc1ccc(F)cc1)c1ccc(CS(=O)Cc2ccc(Cl)cc2)o1 (configuration not stated)
-20.2%[86.2 µM]	O=C1NC2(CCN(C(=O)c3cccnc3)C2)N=C1c1ccncc1 (configuration not stated)
-9.3%	CCc1nnc(SCc2nc(-c3cccc(C)c3)oc2C)c2cc3sc(C)cc3n12
39.8µM*	CN1CCC2(C1)CN(Cc1ccccc1)c1ccc(C(=O)NC3COC3)cc12 (configuration not stated)

# The listing continues.
SMILES,KDM5B inhibitor
Cc1c(Cl)cccc1NC(=O)CN1C(=O)COc2ccc(S(=O)(=O)N3CCCCCC3)cc21,-17.8%
Cc1c(NC(=O)C2(c3ccccc3)CC2)cccc1C(=O)N1CCc2sccc2C1,-6.5%
O=C(NCc1ccncc1)c1cc(CN2CCC(Cc3ccccc3)CC2)on1,-29.7%
Cc1ccc2onc(CC(=O)N3CCN(c4ccccc4F)CC3)c2c1,-2.4%
CCc1noc(-c2cn(C3CCN(C(=O)c4ccc(C)s4)CC3)nn2)n1,3.3%
Cc1ccc(C2NC(=O)N(CC(=O)Nc3ccc4c(c3)OCO4)C3=C2C(=O)OC3)cc1 (configuration not stated),13.2%
Oc1ccc(C(c2nnnn2CCc2ccccc2)N2CCN(c3nc4ccccc4s3)CC2)cc1 (configuration not stated),-3.0%
Cn1nc(C2CCCN2)c2c(C(=O)NCc3cccs3)cc(C3CC3)nc21 (configuration not stated),u
COCC1(CNC(=O)c2ccc(F)cc2)C[C@@H](O)[C@@H](O)C1 (some centres not stated),-3.8%[86.2 µM]
C=CCn1c(SCC(=O)N2CCOCC2)nc2c([nH]c3ccccc32)c1=O,u
CC(=O)c1ccc(NC(=O)c2nc(-c3ccccc3)n(-c3ccccc3Cl)n2)cc1,-21.2%
Cc1ccccc1OCc1ccc(-c2nc(C#N)c(N3CCC(C(N)=O)CC3)o2)o1,u
CCN(Cc1nccn1C)C(=O)c1ccc(NCc2cccc(C)c2)nc1,u
O=C(NCc1cccc(F)c1F)C1CCC(=O)N(C2CC2)C1 (configuration not stated),7.4%
COc1cc(OC)c(Nc2c3c(nc4nc(-c5cccs5)nn24)CCCC3)cc1Cl,-15.7%
Cc1nn(-c2ccc(F)cc2)c(Oc2ccccc2F)c1CCC(=O)N1CCCC1,-18.9%
COc1ccc(NC(=O)c2sc3nc(C)c(C(=O)Nc4ccc(C)cc4C)c(-c4cccs4)c3c2N)cc1,u
Cc1ccc(Nc2nc(COC(=O)c3ccc4c(c3)C(=O)N(C)C4=O)cs2)cc1,13.3%
Cc1nn(CCC#N)c(C)c1[C@@H]1C=C[C@@H](NC(=O)NC(C)C)C1,u
COc1cccc(-c2cc(C(=O)NCCc3cccs3)[nH]n2)c1,-7.3%
Cc1ccc(O)c(NC(=O)c2cc(-c3ccc(F)cc3)on2)c1,-13.4%
CN1CCN(c2oc(-c3ccccc3F)nc2C#N)CC1,u
CCc1ccccc1NC(=O)c1sc(-n2nc(C)c(Cl)c2C)nc1C,3.4%
CC(C)C[C@@H]1N[C@H](C(=O)NC2CCC2)Cc2cn(Cc3ccccn3)c3cccc1c23,-13.3%[86.2 µM]
COCCNC(=O)[C@@H]1C[C@H](Oc2ccccc2)CN1C(=O)Nc1ccc(C)c(C)c1,3.0%
Cc1ccc(CN(C)c2nc(-c3cccnc3)nc3ccccc23)o1,-19.9%
O=C(NCc1ccc(F)cc1)N1CCCC(Cc2noc(-c3cnccn3)n2)C1 (configuration not stated),-9.3%
COc1ccccc1C(C)N(C)C(=O)c1csc2nc(-c3ccccc3C)cn12 (configuration not stated),-21.7%
CC1CCN(C(=O)CCN2C[C@H](NS(C)(=O)=O)[C@@H](C(C)C)C2)CC1,0.8%
CCN(CC)S(=O)(=O)c1ccc(S(=O)(=O)N2CCCC2c2cccn2C)cc1 (configuration not stated),14.1%
COc1ccc(C(=O)N2CCC3(CC2)N(C)C(=O)CS3(=O)=O)c(C)c1,27.6%
Cc1ccc(-c2cnc(CCC(=O)N(CCC#N)Cc3ccco3)o2)cc1,16.4%
Cc1cccc(CC(=O)N2CCC(N3CC4CC(C3)[C@H]3CCCC(=O)N3C4)CC2)c1 (some centres not stated),-18.1%
Cc1cccc(NC(=O)CSc2nc(C)c(C)o2)c1C,10.3%
CN(C)C(=O)C1CN(C(=O)COc2ccccc2)CC12CCOCC2 (configuration not stated),-13.8%
Cc1nc(N2CCN(c3ccccn3)CC2)c2c(C)c(C(=O)Nc3ccc(F)cc3F)sc2n1,u
O=C(Oc1ccc2ccccc2c1)c1cc2ccccc2oc1=O,-6.9%
Cc1ccn(CCC(=O)NCc2cccnc2Oc2ccc(F)c(F)c2)n1,-12.2%
Cc1cc(NC(=O)C2CCN(c3cc(C(F)(F)F)ncn3)CC2)ccc1Br,28.2µM*
c1cnn(CCC2CCN(Cc3ccc4[nH]ccc4c3)CC2)c1,-21.3%
COc1ccccc1N1CCN(S(=O)(=O)c2c(C)sc3ncn(CC(=O)Nc4ccc(C)cc4Br)c(=O)c23)CC1,-18.9%
CCN1C(=O)CCc2cc(NC(=O)c3ccc(C(C)C)cc3)ccc21,-12.4%
Cc1ccc(NC(=O)CN(C)S(=O)(=O)c2cccc3cc(C)cnc23)cc1,-5.1%
CC(=O)Nc1cccc(-c2cnc3n[nH]c(-c4ccccc4C)c3n2)c1,39.8µM*
CCOc1c(Nc2ccc(C(C)C)cc2)c(=O)c1=O,22.3%
CN(Cc1cccnc1)Cc1ccccc1C(F)(F)F,-9.3%[86.2 µM]
CN(C)c1nc(OCC#N)nc(N2CCOCC2)n1,25.8%
O=C(NC1CCCc2c1[nH]c1c(Cl)cccc21)c1n[nH]c2c1CCC2 (configuration not stated),-19.4%
Cc1ccsc1C(=O)N1CCCC(n2cc(-c3nc(C(C)C)no3)nn2)C1 (configuration not stated),-5.0%
COc1cc(C)sc1C(=O)NCC1CCN(c2cnn(C)c(=O)c2)C1 (configuration not stated),8.9%
COc1ccc(NC(C)=O)cc1NC(=O)/C=C/c1ccc2ccccc2n1,10.1%
COc1ccc(NC(=O)C(=O)NCc2ccc(C)cc2)c(OC)c1,-4.4%
Clc1ccc2nc(-c3cccc(Br)c3)cn2c1,-22.0%
Cc1nc(-c2ccc(Cl)cc2)sc1CCNC(=O)c1ccc(C(F)(F)F)cc1,-13.0%
CCN(CC)/C(=N\S(=O)(=O)c1ccc(C)cc1C)c1ccccc1,14.9%
COc1cc(/C=N/OCCOc2ccc(C#N)cc2)cc(Cl)c1OC,27.9%
Cc1c(NC(=O)C(C)OC(=O)c2cccc(S(=O)(=O)N3CCOCC3)c2)c(=O)n(-c2ccccc2)n1C (configuration not stated),-0.2%
COc1ccc(C2Cn3cnc(-c4nc(-c5cccs5)no4)c3CO2)cc1 (configuration not stated),-12.0%
Cc1nc(CN2C(=O)OC3(CCN(CCc4ccccc4)CC3)C2(C)c2ccccc2)cs1 (configuration not stated),3.7%
CCc1cccc(NC(=O)Cn2ncc3c([nH]c4ccc(C)cc43)c2=O)c1,u

# Later entries.
SMILES,KDM5B inhibitor
COc1ccc(C(=O)N2CCCCC23Cc2ccccc2NC3=O)cc1 (configuration not stated),20.3%[86.2 µM]
Cc1ccc(Cn2ccnc2SCC(=O)Nc2ccccc2C(F)(F)F)cc1,-6.2%
Cn1cccc1C(=O)C(=O)Nc1nn(C)c2cccc(N3CCOC3=O)c12,-21.0%
CCC(Oc1ccc(F)cc1)C(=O)Nc1cc(C(C)(C)C)on1 (configuration not stated),2.4%
Cc1nc([C@@H]2CN(S(=O)(=O)c3ccc(C#N)cc3)C[C@H]2C(N)=O)n[nH]1,-1.1%
CN1CCCN(C(=O)CCn2cnnn2)c2ccccc21,0.7%
Cc1oc2ccn(Cc3ccccc3F)c(=O)c2c1C(=O)NCCCN1CCCCC1C (configuration not stated),-32.9%
Cc1cc2oc(C(=O)Nc3ccc(S(=O)(=O)N4CCCCCC4)cc3)cc(=O)c2cc1C,-1.8%
COc1ccc(C)cc1Nc1c2c(nc3nc(-c4cccs4)nn13)CCCC2,4.1%
COc1cccc2cc(C(=O)N3c4ccccc4CC3C)c(=O)oc12 (configuration not stated),3.7%
COc1cccc(C(=O)Nc2oc3ccc(Cl)cc3c(=O)c2-c2ccccc2)c1,0.1%
Cn1ncc(N2CCC(C(=O)NC3CCCC3)C2)cc1=O (configuration not stated),-28.0%
COc1ccccc1C(=O)N1CCC2(C1)C(=NC1CCCCC1)NC(=O)N2c1cc(F)cc(F)c1 (configuration not stated),-4.7%[115 µM]
O=C(O)c1ccc(CN[C@@H]2CO[C@H](CNC(=O)c3ccncc3)[C@H]2O)cc1,14.7%[86.2 µM]

# Quoted at random: 4 records from the list.
SMILES,KDM5B inhibitor
Cc1nc([C@@H]2CN(S(=O)(=O)c3ccc(C#N)cc3)C[C@H]2C(N)=O)n[nH]1,-1.1%
COc1ccc(C(=O)N2CCCCC23Cc2ccccc2NC3=O)cc1 (configuration not stated),20.3%[86.2 µM]
COc1ccc(C)cc1Nc1c2c(nc3nc(-c4cccs4)nn13)CCCC2,4.1%
COc1ccccc1C(=O)N1CCC2(C1)C(=NC1CCCCC1)NC(=O)N2c1cc(F)cc(F)c1 (configuration not stated),-4.7%[115 µM]
